# From PubChem BioAssay
# PRC2 inh = EZH2 (human) methyltransferase inhibition; inhibition, % at 12.5 µM; Q15910; PRC2 H3K27 methylation, DELFIA TRF, 1 h; hit rate 0.35% among 57,000; AID 651548;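 active means mean inhibition of replicates at least 50% and every single replicate also reaching 50%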;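 further: dimethyl H3K27 on biotinylated H3 21-44 peptide detected by antibody; plate controls were median neutral control wells for no effect and median positive control wells for full effect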
# Target sequence (Q15910 whole entry, looked up): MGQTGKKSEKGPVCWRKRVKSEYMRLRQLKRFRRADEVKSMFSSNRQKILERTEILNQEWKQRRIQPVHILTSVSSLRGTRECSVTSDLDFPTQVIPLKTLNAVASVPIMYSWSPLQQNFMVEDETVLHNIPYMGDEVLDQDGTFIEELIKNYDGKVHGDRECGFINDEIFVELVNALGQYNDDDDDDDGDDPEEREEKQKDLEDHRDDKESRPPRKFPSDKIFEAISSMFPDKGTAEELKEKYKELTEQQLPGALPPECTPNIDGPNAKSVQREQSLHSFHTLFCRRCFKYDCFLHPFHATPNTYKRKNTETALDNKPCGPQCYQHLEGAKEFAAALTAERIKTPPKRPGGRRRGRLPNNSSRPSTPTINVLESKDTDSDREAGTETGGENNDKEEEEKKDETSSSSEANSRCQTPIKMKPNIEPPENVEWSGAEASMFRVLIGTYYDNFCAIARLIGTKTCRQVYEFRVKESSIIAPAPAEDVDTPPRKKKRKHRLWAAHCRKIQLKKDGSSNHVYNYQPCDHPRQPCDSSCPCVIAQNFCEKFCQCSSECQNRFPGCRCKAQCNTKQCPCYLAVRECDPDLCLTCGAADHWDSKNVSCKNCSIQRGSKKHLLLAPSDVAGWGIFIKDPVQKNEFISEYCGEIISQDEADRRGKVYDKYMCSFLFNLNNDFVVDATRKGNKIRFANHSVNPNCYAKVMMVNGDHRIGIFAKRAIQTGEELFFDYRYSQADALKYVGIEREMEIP
# IDH1 mut inh = blocks human IDH1 R132H reductase activity; diaphorase/resazurin fluorescence, 60 min; inhibition, % at 10 µM; hit rate 0.18% among 70,000; AID 624101; in the data active means inhibition above about 34%;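 further: 0% = DMSO and 100% = no enzyme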
# Starred values were filed as active, the others as inactive; · = not tested or not shown. Only part of the results is shown; the hit share may differ from the screen's.
SMILES,PRC2 inh,IDH1 mut inh
Cn1cnc(S(=O)(=O)N[C@@H]2C=C[C@@H](CC(=O)Nc3ccccc3)O[C@H]2CO)c1,-8,-0.1
C[C@@H]1CN([C@H](C)CO)C(=O)CCCn2cc(nn2)CO[C@@H]1CN(C)C(=O)Nc1ccccc1,-2,·
C/C=C/c1ccc2c(c1)O[C@H](CN(C)C(=O)NCCC)[C@H](C)CN([C@@H](C)CO)S2(=O)=O,-2,4.0
COCC(=O)Nc1ccc2c(c1)[C@H]1C[C@H](CC(=O)NCc3ccncc3)O[C@@H](CO)[C@H]1O2,11,-1.4
O=C(CSc1nnc(-c2ccccc2O)n1-c1ccccc1)N1CCc2ccccc21,-7,0.8
C[C@@H]1CN([C@H](C)CO)C(=O)c2cccc(NC(=O)NC3CCCCC3)c2O[C@H]1CN(C)C(=O)Nc1ccc(C(F)(F)F)cc1,-26,2.1
COc1cccc(S(=O)(=O)N(C)C[C@@H]2Oc3ncc(C#CCC(C)C)cc3C(=O)N([C@H](C)CO)C[C@H]2C)c1,·,-0.9
CC(C)NC(=O)Nc1ccc2c(c1)CC(=O)N([C@H](C)CO)C[C@@H](C)[C@@H](CN(C)C(=O)Nc1ccccc1)O2,4,·
CCNC(=O)C[C@@H]1CC[C@H](NC(=O)C2CCOCC2)[C@@H](CO)O1,-1,0.0
CC(C)NC(=O)Nc1ccc2c(c1)C(=O)N([C@H](C)CO)C[C@H](C)[C@@H](CN(C)C(=O)Nc1cccc3ccccc13)O2,-4,2.0
C[C@@H]1CN([C@@H](C)CO)C(=O)CCCn2nncc2CO[C@H]1CN(C)Cc1cccc2c1OCCCO2,-1,·
O=C(N/N=C/c1cccs1)c1ccccc1O,10,·
Cc1ccc(-c2ccc3c(c2)O[C@@H](CN(C)C(=O)C2CCC2)[C@@H](C)CN([C@@H](C)CO)S3(=O)=O)cc1,21,·
C[C@@H]1CN([C@@H](C)CO)C(=O)Cc2cc(NC(=O)Nc3cccc4ccccc34)ccc2O[C@@H]1CN(C)Cc1ccc(C(F)(F)F)cc1,·,-3.7
O=S(=O)(NCC[C@@H]1CC[C@@H](NS(=O)(=O)c2ccccc2Cl)[C@H](CO)O1)c1ccc(F)cc1,-2,0.1
Cc1ccc2nc(-c3ccc(NC(=O)CSc4ncn[nH]4)cc3)sc2c1,4,0.2
O=C(C[C@H]1C[C@@H]2c3cc(NC(=O)Nc4ccc(C(F)(F)F)cc4)ccc3O[C@@H]2[C@@H](CO)O1)NCC1CC1,-31,0.3
Cc1noc(C)c1NC(=O)N[C@H]1CC[C@@H](CCNC(=O)C2CCC2)O[C@@H]1CO,5,0.4
O=C(c1ccccc1)c1cc(Cl)ccc1NS(=O)(=O)c1ccccc1[N+](=O)[O-],30,-0.1
COC(=O)C[C@H]1C=C[C@@H](NC(=O)c2ccccc2)[C@@H](CO)O1,3,0.1
O=C(CSc1nc2ccccc2o1)Nc1ccc(Br)cc1Cl,18,-0.1
Cc1noc(C)c1S(=O)(=O)N(C)C[C@H]1Oc2c(NC(=O)C3CCCCC3)cccc2C(=O)N([C@H](C)CO)C[C@H]1C,·,-1.2
Cc1ccc(S(=O)(=O)N(C)C[C@H]2Oc3ccc(NC(=O)C4CC4)cc3C(=O)N([C@@H](C)CO)C[C@H]2C)cc1,-6,-7.8
C[C@@H]1CN([C@H](C)CO)C(=O)c2cc(C#CCc3ccccc3)cnc2O[C@@H]1CN(C)C(=O)Cc1cccnc1,9,-1.5
CO[C@@H]1CN(C)C(=O)c2ccc(NC(=O)C3CCCC3)cc2OC[C@@H](C)N(CC2CC2)C[C@H]1C,-9,0.1
Cc1cc(N(CC(=O)NC2CC2)S(C)(=O)=O)ccc1Br,-17,0.1
C[C@H](CO)N1C[C@H](C)[C@H](CN(C)S(=O)(=O)c2ccc(F)cc2)OCCCC[C@H](C)Oc2ccc(NC(=O)Nc3ccc(F)cc3)cc2C1=O,·,1.3
COc1ccc(NC(=O)Nc2cccc3c2O[C@H](CN(C)C(=O)Nc2ccccc2)[C@H](C)CN([C@H](C)CO)C3=O)cc1,·,0.9
C[C@H](CO)N1C[C@H](C)[C@H](CN(C)C(=O)Nc2ccc(C(F)(F)F)cc2)Oc2ncc(C3=CCCC3)cc2C1=O,-22,0.1
COC(=O)c1c(CC[C@@H](CO)NC(=O)N[C@H](Cc2ccccc2)Cn2cc(-c3ccccn3)nn2)oc(C(C)=O)c1C(=O)OC,-1,·
CN1CCN(C(=O)C2=C[C@@H](c3ccc(Br)cc3)C[C@@H](OCCCCO)O2)CC1,2,·
CC(C)CC#Cc1ccc2c(c1)O[C@H](CN(C)C(=O)CC1CC1)[C@@H](C)CN([C@H](C)CO)S2(=O)=O,-110,0.1
CO[C@H]1CN(C)C(=O)c2ccc(NS(=O)(=O)CC(F)(F)F)cc2OC[C@H](C)N(C(=O)c2ccc3c(c2)OCO3)C[C@@H]1C,-10,-0.2
C[C@@H]1CN([C@@H](C)CO)C(=O)c2cc(NC(=O)Nc3ccccc3)ccc2O[C@@H]1CN(C)Cc1ccc(-c2ccccc2)cc1,·,2.1
COc1cccc(-c2ccc3c(c2)O[C@H](CN(C)C(=O)c2ccccc2F)[C@@H](C)CN([C@H](C)CO)S3(=O)=O)c1,-9,0.4
C[C@@H]1CN([C@@H](C)CO)S(=O)(=O)c2ccc(C#CC3(O)CCCC3)cc2O[C@@H]1CN(C)C(=O)c1cccnc1,8,·
COc1ccc(OC)c(NC(=O)COc2cc(C)cc(C)c2C)c1,26,0.1
Cc1noc(C)c1S(=O)(=O)N(C)C[C@@H]1Oc2ccc(NC(=O)CCC(F)(F)F)cc2CC(=O)N([C@@H](C)CO)C[C@@H]1C,·,0.6
Cc1ccc(-c2nnc3c4ccccc4c(C)nn23)cc1S(=O)(=O)NCC1CCCO1 (stereo not given),-7,0.2
COc1ccc([N+](=O)[O-])cc1N(CC(=O)Nc1ccccc1Br)S(C)(=O)=O,-5,2.1
CC(C)CC#Cc1cnc2c(c1)C(=O)N([C@@H](C)CO)C[C@@H](C)[C@H](CN(C)Cc1cccc(F)c1)O2,·,-0.9
C[C@@H]1CN([C@H](C)CO)C(=O)c2cc(C#Cc3cccc(F)c3)cnc2O[C@H]1CN(C)C(=O)C1CC1,10,-1.0
COc1ccccc1-c1cnc2c(c1)C(=O)N([C@H](C)CO)C[C@H](C)[C@@H](CN(C)C)O2,2,-0.6
Cc1noc(C)c1S(=O)(=O)N(C)C[C@H]1OCCCC[C@@H](C)Oc2ccc(NS(=O)(=O)c3cn(C)cn3)cc2C(=O)N([C@H](C)CO)C[C@@H]1C,·,-0.9
COC(=O)C(CC#Cc1ccc2c(c1)[C@]1(C(=O)N2)[C@H](C(=O)N2CCc3cc(OC)c(OC)cc3C2)[C@H]2C(=O)O[C@H](c3ccccc3)[C@H](c3ccccc3)N2[C@@H]1c1ccc(O)cc1)C(=O)OC,-16,·
Cc1ccccc1-c1ccc2c(c1)O[C@H](CN(C)C(=O)Nc1ccccc1)[C@H](C)CN([C@@H](C)CO)S2(=O)=O,·,0.0
Cc1noc(C)c1NC(=O)N[C@H]1CC[C@@H](CCNC(=O)C2CCC2)O[C@H]1CO,11,-0.1
C[C@H]1CN([C@@H](C)CO)C(=O)Cc2cc(NS(=O)(=O)c3cn(C)cn3)ccc2O[C@@H]1CN(C)S(=O)(=O)c1ccc(Cl)cc1,·,-1.4
COc1ccc(S(=O)(=O)N(C)C[C@H]2Oc3c(cccc3N(C)C)C(=O)N([C@H](C)CO)C[C@@H]2C)cc1,5,·
C[C@@H]1CN([C@@H](C)CO)C(=O)c2cccc(NS(=O)(=O)c3cccs3)c2O[C@H]1CN(C)S(=O)(=O)c1cn(C)cn1,·,-1.0

# Looked up by structure from the entries so far:
SMILES,PRC2 inh,IDH1 mut inh
COC(=O)C(CC#Cc1ccc2c(c1)[C@]1(C(=O)N2)[C@H](C(=O)N2CCc3cc(OC)c(OC)cc3C2)[C@H]2C(=O)O[C@H](c3ccccc3)[C@H](c3ccccc3)N2[C@@H]1c1ccc(O)cc1)C(=O)OC,-16,·
COc1ccc(NC(=O)Nc2cccc3c2O[C@H](CN(C)C(=O)Nc2ccccc2)[C@H](C)CN([C@H](C)CO)C3=O)cc1,·,0.9
CC(C)CC#Cc1ccc2c(c1)O[C@H](CN(C)C(=O)CC1CC1)[C@@H](C)CN([C@H](C)CO)S2(=O)=O,-110,0.1

# Structural class: the compounds so far with bromine
SMILES,PRC2 inh,IDH1 mut inh
O=C(CSc1nc2ccccc2o1)Nc1ccc(Br)cc1Cl,18,-0.1
Cc1cc(N(CC(=O)NC2CC2)S(C)(=O)=O)ccc1Br,-17,0.1
CN1CCN(C(=O)C2=C[C@@H](c3ccc(Br)cc3)C[C@@H](OCCCCO)O2)CC1,2,·
COc1ccc([N+](=O)[O-])cc1N(CC(=O)Nc1ccccc1Br)S(C)(=O)=O,-5,2.1

# Later entries.
SMILES,PRC2 inh,IDH1 mut inh
C[C@@H]1CN([C@H](C)CO)C(=O)c2cc(-c3ccc(C#N)cc3)cnc2O[C@H]1CN(C)C(=O)Nc1ccccc1,-6,·
C[C@@H]1CN([C@@H](C)CO)S(=O)(=O)c2ccc(-c3ccc(C(=O)N(C)C)cc3)cc2O[C@@H]1CN(C)C(=O)C1CCOCC1,·,-0.5
Cc1noc(C)c1NC(=O)Nc1cccc2c1O[C@H](CN(C)C(=O)Nc1ccc3c(c1)OCO3)[C@@H](C)CN([C@@H](C)CO)C2=O,·,0.0
CS(=O)(=O)N(CC(=O)Nc1cc(C(F)(F)F)ccc1Cl)c1cccc(F)c1,-7,0.0
Cc1cccc(S(=O)(=O)N[C@@H]2CC[C@H](CCn3cc(-c4ccccn4)nn3)O[C@H]2CO)c1,13,-0.4
CC(C)CC#Cc1ccc2c(c1)O[C@@H](CN(C)C(=O)c1cnccn1)[C@H](C)CN([C@@H](C)CO)S2(=O)=O,-5,6.7
C[C@H]1CN([C@@H](C)CO)C(=O)Cc2cc(NC(=O)C3CC3)ccc2O[C@H]1CN(C)C(=O)Nc1ccc(C(F)(F)F)cc1,2,2.0
CCCNC(=O)C[C@@H]1C[C@@H]2c3cc(NC(=O)C4CCC4)ccc3O[C@@H]2[C@@H](CO)O1,-4,1.7
C[C@H]1CN([C@@H](C)CO)C(=O)c2cccc(NS(=O)(=O)c3ccc(Cl)cc3)c2O[C@@H]1CN(C)Cc1ccc(-c2ccccc2)cc1,·,-1.5
C[C@@H]1CCCCO[C@H](CN(C)C)[C@H](C)CN([C@@H](C)CO)C(=O)c2cc(NC(=O)CCCN(C)C)ccc2O1,5,6.3
C/C=C/c1ccc2c(c1)O[C@@H](CN(C)C(=O)c1cnccn1)[C@H](C)CN([C@@H](C)CO)S2(=O)=O,2,-0.4
COc1ccc(OC(=O)N(C)C[C@H]2OCc3cn(nn3)CCCC(=O)N([C@@H](C)CO)C[C@@H]2C)cc1,-2,1.9
C/C=C/c1ccc(OCCCN2C(=O)NC(C)(C)C2=O)c(OC)c1,-20,-0.1
C[C@@H]1CCCCO[C@H](CN(C)C(=O)Cc2ccccc2)[C@H](C)CN([C@@H](C)CO)C(=O)c2cc(NC(=O)Nc3ccccc3)ccc2O1,·,0.2
O=C(NCC[C@H]1CC[C@H](NS(=O)(=O)c2cccc(F)c2)[C@H](CO)O1)C1CCCC1,-11,0.2
C[C@H](CO)N1C[C@H](C)[C@@H](CN(C)S(=O)(=O)c2cn(C)cn2)Oc2ccc(NC(=O)CCCCCC(=O)Nc3ccccc3N)cc2CC1=O,·,-0.1
O=C(C[C@@H]1C[C@@H]2c3cc(NC(=O)Cc4ccncc4)ccc3O[C@@H]2[C@@H](CO)O1)NCc1ccc2c(c1)OCO2,-13,-0.1
CCCN1C[C@@H](C)[C@@H](OC)CN(C)C(=O)c2ccc(NC(=O)c3ccccc3F)cc2OC[C@@H]1C,5,-0.3
COc1ccc(NC(=O)Nc2cccc3c2O[C@H](CN(C)C(=O)Nc2ccc(OC)cc2)[C@H](C)CN([C@H](C)CO)C3=O)cc1,·,0.4
CCOc1ccccc1CNc1nc2nc(C)c(Cl)c(C)n2n1,0,0.2
CO[C@H]1CC[C@H]2CCN(C)C(=O)[C@@H](C)[C@@H](OC)CN(C)C(=O)c3cc(C#N)ccc3OC[C@@H]1O2,11,0.0
C[C@@H]1CCCCO[C@H](CN(C)C(=O)Nc2ccccc2)[C@H](C)CN([C@H](C)CO)C(=O)c2cc(NS(C)(=O)=O)ccc2O1,·,4.6
CN(C)CC(=O)Nc1ccc2c(c1)[C@@H]1C[C@@H](CC(=O)NCCN3CCCCC3)O[C@@H](CO)[C@@H]1O2,1,-0.1
COc1ccc(-c2cc(C(F)(F)F)nc(SCc3cccc(C(=O)O)c3)n2)cc1,40,-0.2
C[C@@H]1CN([C@@H](C)CO)S(=O)(=O)c2ccc(Br)cc2O[C@@H]1CN(C)Cc1ccccc1,·,-0.6
C[C@@H]1CN([C@@H](C)CO)C(=O)Cc2cc(NC(=O)Nc3ccc4c(c3)OCO4)ccc2O[C@@H]1CN(C)S(=O)(=O)c1cccs1,·,1.0
C[C@@H]1CN([C@H](C)CO)S(=O)(=O)c2ccc(C#Cc3ccccc3)cc2O[C@@H]1CN(C)S(=O)(=O)c1cn(C)cn1,·,-0.4
CO[C@@H]1CN(C)C(=O)c2cc(NC(=O)Nc3ccc(Cl)cc3)ccc2OC[C@H](C)NC[C@@H]1C,-2,0.2
Cc1noc(C)c1S(=O)(=O)Nc1ccc2c(c1)C(=O)N([C@H](C)CO)C[C@H](C)[C@@H](CN(C)S(=O)(=O)c1cccs1)OCCCC[C@@H](C)O2,·,1.6
C[C@@H]1CN([C@@H](C)CO)S(=O)(=O)c2ccc(C#CC3(O)CCCC3)cc2O[C@H]1CN(C)C(=O)c1cccnc1,0,3.9
